Screens: PubChem, several laboratories
HPDE-C7 viability = cytotoxicity in HPDE-C7 cells, cell-based, fluorescence, HTS (AID 430); cytotoxicity, % at 10 µM; hits with a dose series show EC50 in µM; 1.8% of 63,000 active; HPDE-C7 pancreatic duct cells viability, fluorescence; higher % means a stronger effect;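 note: cells exposed to compound for 48 hours before viability readout; 0% = vehicle and 100% = reference cytotoxic drug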
Bfl-1 displacement = Bfl-1 inhibitors, primary screen, biochemical, fluorescence polarization, FITC-Bid, mouse (AID 432). FITC-Bid BH3 peptide fluorescence polarization displacement; higher % means a stronger effect. 0.02% of 64,000 active. Bcl-2-related protein A1 (Mus musculus). displacement, % at 20 µM; hits with a dose series show IC50 in µM; in the data active = a potency from the dose series; inactive = the rest, 99 in 100 with displacement below about 15%; note: strong numbers were not always called active
LYP inhibition = LYP phosphatase inhibitors, primary screen, biochemical, DiFMUP fluorescence, recombinant catalytic domain, 10 µM (AID 606). Tyrosine-protein phosphatase non-receptor type 22 (Homo sapiens). recombinant LYP catalytic domain, DiFMUP fluorescence; higher % means a stronger effect. one-dose inhibition, % at 10 µM; IC50 in µM for titrated hits. 52,000 tested, under 10 active;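 active = IC50 under 40 µM in the dose-response test; inactive = IC50 of 40 µM or more, or never dose-tested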
Spn MK inh = S. pneumoniae MK inhibitors, primary screen, biochemical, PK/LDH-coupled NADH absorbance. mevalonate kinase [Streptococcus pneumoniae D39]. purified MK, PK/LDH-coupled NADH absorbance 340 nm. inhibition, % at 10 µM. 0.48% of 65,000 active. AID 555, 2006;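 active = ranked among the strongest by inhibition in the single 10 µM screen, a fixed top-ranked set picked for dose follow-up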; note: no value below 0 was filed
DPM-DC inhibit = S. pneumoniae DPM-DC inhibitors, primary screen, biochemical, PK/LDH-coupled NADH fluorescence. diphosphomevalonate decarboxylase (Streptococcus pneumoniae D39). 0.49% of 65,000 active. calls only at 10 µM. purified DPM-DC. AID 556, 2006;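 active = the 320 compounds with the highest percent inhibition in the single-dose primary screen, excluding strongly autofluorescent ones, cut at about 32% in these data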;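 note: kinetic rate of NADH fluorescence loss reporting ADP formed by the decarboxylase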
Spn PMK inh = S. pneumoniae PMK inhibitors, primary screen, biochemical, mevalonate pathway, pilot trial included. 0.49% of 65,000 active. inhibition, % at 10 µM. phosphomevalonate kinase (Streptococcus pneumoniae D39). purified PMK, PK/LDH-coupled NADH absorbance 340 nm;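 active = top-ranked compounds by inhibition in the single 10 µM screen, taking a fixed number of the strongest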;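 note: 0% = full reaction with DMSO carrier and 100% = background rate without enzyme reaction; no value below 0 was filed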
HPDE-C7K KRASV12 = cytotoxicity in KRAS-transformed pancreatic duct cells, primary screen, cell-based, fluorescence, HTS (AID 431). one-dose cytotoxicity, % at 10 µM; EC50 in µM for titrated hits. HPDE-C7K KRASV12 cells, Alamar Blue viability, 48 h; higher % means a stronger effect. 1.7% of 63,000 active;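 active = compounds whose percent cytotoxicity in the single-dose primary screen, scaled between solvent and toxic-drug controls, exceeds 50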;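 note: 0% = DMSO solvent wells and 100% = doxorubicin-treated wells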
TNAP inhibition = human TNAP enzyme inhibitors, biochemical, luminescent (AID 518); purified TNAP enzyme, luminescent substrate readout; higher % means a stronger effect; inhibition, % at 20 µM, or IC50 in µM where a hit was titrated; 0.09% of 64,000 active; in the data active = a potency from the dose series; inactive = the rest, 99 in 100 with inhibition below about 22%;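 note: plate controls were vehicle for no effect and reference inhibitor for full effect; many of its hits are not listed in these tables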
HT1080 viability = cytotoxicity in HT1080 fibrosarcoma cells, cell-based, fluorescence readout (AID 620); cytotoxicity, % at 10 µM, or EC50 in µM where a hit was titrated; HT1080 viability, fluorescence; higher % means a stronger effect; 0.42% of 87,000 active;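 note: cells exposed to compound overnight then 4 h with Alamar Blue; 0% = vehicle DMSO and 100% = killing control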
Spn PMK inh pilot replicates = also measured in Spn PMK inh; calls as there; inhibition, %; measured here: pilot screen replicates
Spn MK inh pilot replicates = also measured in Spn MK inh; calls as there; inhibition, %; measured here: pilot screen replicates
DPM-DC inhibit pilot screen % = also measured in DPM-DC inhibit; calls as there; inhibition, %; measured here: pilot screen trials
* hit, by the source's call; i = inactive; · = no result given. Cut-off read from the data, not from the text of the source, unless noted: active = cytotoxicity above about 50%; inactive = the rest. Compounds were not picked by outcome; 3.5% or so of the library scored in one or more.

SMILES | HPDE-C7 viability | Bfl-1 displacement | LYP inhibition | Spn MK inh | DPM-DC inhibit | Spn PMK inh | HPDE-C7K KRASV12 | TNAP inhibition | HT1080 viability | others
Cc1ccc(Cl)cc1N1CCN(C(CC(C)C)c2nnnn2CC2CCCO2)CC1 (configuration not stated) | 8% | -2% | 8% | 2 | i | 14 | 40% | 5% | -13%
Cc1cccc(C)c1OCC(=O)Nc1cccc(NC(=O)c2ccco2)c1 | -4% | -5% | 10% | 5 | i | 8 | 3% | 9% | 2% | Spn PMK inh pilot replicates=2.5;Spn MK inh pilot replicates=0.5;DPM-DC inhibit pilot screen %=2.0
COc1ccc(NC(=O)CN2CCN(C3c4ccccc4-c4ccccc43)CC2)c(OC)c1 | -6% | 9% | 1% | 5 | i | 1 | 6% | 2% | 3%
COc1cc(/C=N/n2cnnc2)ccc1OC(=O)c1ccncc1 | 3% | -8% | 8% | 3 | i | 13 | -8% | 2% | -8%
COC(=O)c1c(NC(=O)CN2CCN(c3ccccc3)CC2)c2c(C)cccc2n1C | -2% | -1% | 8% | 9 | i | 6 | 2% | 5% | 1%
O=C(Nc1cccnc1)c1cccs1 | 47% | 0% | 7% | 6 | i | 2 | 48% | 2% | 15%
CC1(C)CC(=O)c2sc(NC(=O)CN3C(=O)CCC3=O)nc2C1 | -5% | -1% | · | 3 | i | 6 | 8% | 18% | -9%
CC(=O)N1CCc2cc(C(=O)CN3CCCCC3)ccc21 | -11% | -6% | 0% | 2 | i | 1 | -7% | 2% | -6%
O=C(COC(=O)C1(c2ccccc2F)CCCC1)NC1CCS(=O)(=O)C1 (configuration not stated) | -15% | 8% | 12% | 1 | i | 9 | 7% | 9% | -1% | Spn PMK inh pilot replicates=0.5;Spn MK inh pilot replicates=0.0;DPM-DC inhibit pilot screen %=0.0
CC(NC(=O)Nc1ccccn1)N1C(=O)C2C3C=CC(C3)C2C1=O (configuration not stated) | -3% | -9% | · | 8 | i | 10 | -3% | 3% | 0%
CCC(=O)N1CCc2cc(S(=O)(=O)N3CCN(C(=O)c4ccco4)CC3)ccc21 | 13% | -5% | 12% | 0 | i | 6 | 14% | 5% | ·
CC(Oc1ccc(Cl)cc1Cl)C(=O)NCCCN1CCOCC1 (configuration not stated) | -16% | 2% | -42% | 0 | i | 3 | -4% | 0% | -6%
CCn1c(CNC(=O)C23CC4CC(CC(C4)C2)C3)nnc1SCC(=O)Nc1nnc(C)s1 | 13% | -10% | -3% | 2 | i | 3 | 6% | 8% | ·
CCOc1ccc(-c2nnn(CC(=O)Nc3cccc(OC)c3)n2)cc1OCC | -9% | 6% | -4% | 5 | i | 13 | -4% | 6% | -10%
CC1(C)CC2(CCO1)N1CC3(C)CN2CC(C)(C1)C3O (configuration not stated) | -12% | -4% | 19% | 5 | i | 2 | -5% | 5% | -5%
Cc1cc2c(c(=O)o1)C(C13C=CC(CC1)C3)C(C#N)=C(N)O2 (configuration not stated) | -15% | 6% | 3% | 10 | i | 5 | -1% | 4% | -1% | Spn PMK inh pilot replicates=0.0;Spn MK inh pilot replicates=1.5;DPM-DC inhibit pilot screen %=0.5
CCCc1cc2c(c(NC(C)=O)n1)c(=O)oc1ccccc12 | 5% | 0% | 1% | 19 | i | 16 | 7% | 3% | 0%
Nc1nnnn1CC(=O)OCc1cccc(Br)c1 | 11% | 0% | 10% | 6 | i | 1 | 10% | 8% | 0%
COc1ccc(C(=O)CSc2nnc(-c3ccoc3C)n2CC2CCCO2)cc1 (configuration not stated) | -5% | -12% | · | 3 | i | 0 | -33% | 6% | -7%
O=S(=O)(c1ccccc1)N1CCC(N2CCN(c3ccccc3)CC2)CC1 | 9% | 2% | · | 2 | i | 0 | 5% | 5% | -1%
Cc1ccc2nc(NCCO)nc(-c3ccccc3)c2c1 | 17% | 1% | 3% | 15 | · | 18 | 16% | -3% | 14%
O=C(OCN1C(=O)c2ccccc2C1=O)c1ccc2c(=O)n3c(nc2c1)CCC3 | -4% | 0% | · | 13 | i | 17 | -8% | 12% | -6% | Spn PMK inh pilot replicates=1.5;Spn MK inh pilot replicates=0.0;DPM-DC inhibit pilot screen %=1.5
COC(=O)Nc1ncc(CN2C(=O)c3ccccc3C2=O)s1 | 3% | 0% | -10% | 8 | i | 9 | -14% | 14% | 0%
CCc1nn(CC(=O)NCCCN2CCCC2=O)c(=O)c2cc3sccc3n12 | -1% | 0% | 7% | 4 | i | 1 | 4% | -18% | 5%
CC(=O)c1c(C)[nH]c(C(=O)CSc2nnc(C3CCCCC3)n2N)c1C | -1% | 2% | -6% | 1 | i | 17 | 8% | 10% | -2%
Remaining list, next part:
SMILES | HPDE-C7 viability | Bfl-1 displacement | LYP inhibition | Spn MK inh | DPM-DC inhibit | Spn PMK inh | HPDE-C7K KRASV12 | TNAP inhibition | HT1080 viability | others
COC1=C(OC)c2ccccc2C(C(=O)O)N/C1=C(/C)Nc1ccncc1 (configuration not stated) | · | 3% | · | 2 | i | 0 | · | 11% | -1%
Cc1cccn2c(=O)c3cc(C#N)c(=NC(=O)c4ccncc4)n(CCCOC(C)C)c3nc12 | -7% | 4% | -12% | 0 | · | 6 | -14% | -3% | 5%
COc1ccc(CCNC2CC(C)N(C)CC2C)cc1OC (configuration not stated) | -4% | -5% | 14% | 7 | i | 5 | 14% | 13% | -2%
Cc1nc2c(c(=O)n1CCC1=CCCCC1)c1nc3ccccc3nc1n2/N=C/c1ccco1 | 64%* | 6% | 5% | 5 | i | 12 | 63%* | 23% | -9%
O=C(O)c1cccc(S(=O)(=O)Nc2ccc3oc(=O)sc3c2)c1 | 1% | -2% | -20% | 5 | i | 19 | 6% | 11% | -2%
Cc1cc(NC(=O)CSc2nnc3c(C)cc4c(C)ccc(C)c4n23)no1 | 65%* | 2% | 5% | 4 | i | 12 | 71%* | 6% | 59%*
COc1ccc(NC(=O)c2ccc(Cl)c(S(=O)(=O)N3CCc4ccccc4C3)c2)cn1 | 86%* | 4% | -7% | 0 | i | 17 | 80%* | 11% | -4%
COC(=O)Cc1cc(=O)[nH]c(Nc2nc3ccccc3o2)n1 | 7% | 1% | 0% | 0 | i | 7 | 11% | 43% | -5% | Spn PMK inh pilot replicates=2.0;Spn MK inh pilot replicates=0.0;DPM-DC inhibit pilot screen %=2.5
COCCNC(=O)CN1CCN(Cc2cccc(Cl)c2)C1=O | -20% | 3% | -3% | 9 | i | 5 | -4% | 21% | 1% | Spn PMK inh pilot replicates=6.0;Spn MK inh pilot replicates=0.0;DPM-DC inhibit pilot screen %=0.5
CCc1ccc(OCC(=O)NCc2ccco2)c(Br)c1 | 1% | -6% | -2% | 6 | i | 7 | -6% | -2% | -4%
CSc1nc2cc(F)c(F)cc2n1C | -10% | -3% | 1% | 11 | i | 6 | -6% | 8% | 8%
CCOC(=O)c1oc2nc(C(C)C)c3c(c2c1N)CC(C)(C)OC3 | 3% | -4% | 15% | 4 | · | 11 | 5% | -1% | -9%
CCc1c(C)sc(NC(=O)c2cc(C)no2)c1C#N | 2% | 0% | 0% | 4 | i | 2 | 4% | 4% | -10%
CCCc1nnc(NC(=O)c2ccncc2)s1 | 0% | -10% | 4% | 9 | i | 10 | -2% | 1% | -4%
CC(C)(C)CC(=O)N1CCC(c2nc3c(nnn3Cc3c(F)cccc3Cl)c(=O)[nH]2)CC1 | -19% | 10% | · | 3 | i | 14 | -13% | 4% | -1%
Cn1c(=O)c2c(nc(OC/C=C/c3ccccc3)n2C)n(C)c1=O | 3% | -1% | 8% | 9 | i | 8 | -1% | 12% | 14%
COc1ccccc1Cn1c(=S)[nH]c2cc(C(=O)NCCN3CCOCC3)ccc2c1=O | -1% | 1% | · | 3 | i | 11 | -1% | 0% | -18%
CCNC(=O)C1CCCN1S(=O)(=O)c1ccc(OC)cc1 (configuration not stated) | -11% | -2% | 7% | 7 | i | 4 | -2% | 9% | 3%
O=c1[nH]c(CN2CCN(CCO)CC2)nc2ccccc12 | · | · | · | 10 | i | 7 | · | · | 2%
CCOC(=O)C1CCN(c2nnc(N3CCCC3=O)s2)CC1 | 3% | -8% | 13% | 1 | i | 13 | 3% | -2% | 5%
CC(=O)Cc1nsc(NC(=O)c2cc(-c3cccc(C(F)(F)F)c3)oc2C)n1 | 5% | 0% | 16% | 7 | i | 8 | 24% | 9% | -6%
COc1cc(OC)cc(C(=O)NCCNC(=O)c2ccccc2)c1 | 3% | 6% | 16% | 3 | i | 0 | -1% | 8% | 2%
C=CCn1c(CSc2nc3ccccc3s2)nnc1SCC(=O)NCc1ccco1 | 3% | 1% | 13% | 4 | i | 0 | -2% | 6% | -2%
CN(C(=O)COc1ccccc1)c1nnc(-c2ccncc2)s1 | -6% | -13% | 18% | 0 | · | 3 | -14% | 10% | -4%
COc1ccc(CCC(=O)Nc2ccc3c(c2)OCCO3)cc1 | -2% | -10% | -9% | 3 | i | 10 | -5% | 13% | 6%
(further entries)
SMILES | HPDE-C7 viability | Bfl-1 displacement | LYP inhibition | Spn MK inh | DPM-DC inhibit | Spn PMK inh | HPDE-C7K KRASV12 | TNAP inhibition | HT1080 viability | others
Cc1cc(-c2ccccc2C(=O)O)on1 | -13% | -12% | 16% | 4 | i | 13 | -15% | 14% | -6%
CCC1Oc2ccc(C)cc2N(Cc2cccc(C)c2)C1=O (configuration not stated) | -16% | 8% | 8% | 2 | i | 14 | -7% | 6% | -2%
Cc1nn(-c2ccccc2)c2c1C(c1c(C)[nH]c(C#N)c1C)C(C#N)=C(N)O2 (configuration not stated) | -9% | -4% | 18% | 3 | i | 16 | 6% | 13% | -6% | Spn PMK inh pilot replicates=3.0;Spn MK inh pilot replicates=2.0;DPM-DC inhibit pilot screen %=1.0
CC1CCCCC1NC(=O)Cn1nnc(-c2ccc(Cl)cc2)n1 (configuration not stated) | 4% | -4% | 0% | 4 | i | 22 | 2% | 25% | 19% | Spn PMK inh pilot replicates=6.0;Spn MK inh pilot replicates=5.5;DPM-DC inhibit pilot screen %=1.5
O=C(CC1COc2ccccc2O1)NC1CCCCC1 (configuration not stated) | -4% | 0% | 13% | 15 | i | 6 | -10% | 5% | -4%
CC(Sc1nc(N)cc(=O)[nH]1)C(=O)NC1CCCCC1 (configuration not stated) | -7% | 0% | -3% | 1 | i | 9 | 8% | 13% | 7%
O=S(=O)(Cc1ccccc1Cl)Nc1ccccn1 | 1% | 5% | -2% | 7 | i | 5 | 6% | 6% | -2%

Fetched by structure from the entries so far (2):
SMILES | HPDE-C7 viability | Bfl-1 displacement | LYP inhibition | Spn MK inh | DPM-DC inhibit | Spn PMK inh | HPDE-C7K KRASV12 | TNAP inhibition | HT1080 viability | others
O=c1[nH]c(CN2CCN(CCO)CC2)nc2ccccc12 | · | · | · | 10 | i | 7 | · | · | 2%
CCOc1ccc(-c2nnn(CC(=O)Nc3cccc(OC)c3)n2)cc1OCC | -9% | 6% | -4% | 5 | i | 13 | -4% | 6% | -10%
